# Assay outcomes deposited in PubChem by National Center for Advancing Translational Sciences (NCATS).
# USP2a block: inhibitors of human ubiquitin-specific protease USP2a | Potency, µM (series often up to 38.3 µM), for the others: at the highest dose activity change, negative = inhibition, actives largely listed as inhibitors | O75604 | AID 463254 | hit rate 0.01% among 330,000 | USP2 core, Ub-CHOP2 coupled fluorogenic reporter, 485/531;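 note: potency is the fitted concentration of half-maximal effect; plate controls were DMSO wells for no effect and full inhibition by NEM control for full effect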
# Target sequence (O75604 whole entry, looked up): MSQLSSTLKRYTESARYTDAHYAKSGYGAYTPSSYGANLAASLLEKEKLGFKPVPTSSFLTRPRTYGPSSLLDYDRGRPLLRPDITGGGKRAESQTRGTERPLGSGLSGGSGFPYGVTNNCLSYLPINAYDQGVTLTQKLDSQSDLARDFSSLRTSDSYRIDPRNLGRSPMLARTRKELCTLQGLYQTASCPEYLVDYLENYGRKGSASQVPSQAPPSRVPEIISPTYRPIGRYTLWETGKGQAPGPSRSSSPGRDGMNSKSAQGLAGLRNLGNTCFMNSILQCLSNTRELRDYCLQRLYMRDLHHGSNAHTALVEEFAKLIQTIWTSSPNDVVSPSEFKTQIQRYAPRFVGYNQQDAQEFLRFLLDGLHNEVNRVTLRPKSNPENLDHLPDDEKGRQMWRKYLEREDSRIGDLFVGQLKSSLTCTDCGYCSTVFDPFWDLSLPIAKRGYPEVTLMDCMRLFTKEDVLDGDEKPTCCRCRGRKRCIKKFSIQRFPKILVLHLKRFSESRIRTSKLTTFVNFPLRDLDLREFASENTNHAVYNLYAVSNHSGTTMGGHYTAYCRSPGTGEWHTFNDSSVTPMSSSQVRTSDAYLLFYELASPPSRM
#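 Deubiquitinase activity read as fluorescence (485/531 nm) after Ub-CHOP2 cleavage activates the enterokinase reporter on its substrate; USP2 core 10nM, Ub-CHOP2 and substrate 25nM each, 30min compound preincubation then 60min RT; data normalized to NEM, curves fitted.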
# ELG1 repair inh: blocks ELG1-dependent DNA repair in HEK293T cells. HEK293T ELG1-luciferase reporter, luminescence, 16 h; DNA damage induced by 5-fluorouridine. Potency, µM (highest dose often 46.1 µM), without a hit: top-dose activity change, negative = inhibition, usual class: inhibitors. hit rate 2.3% among 330,000; note: potency is the fitted concentration of half-maximal effect; % is set by controls: 0 for no effect and ±100 for the full control effect; nearly all actives have a fitted effect of over 55% in size
#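 DMSO vehicle served as the neutral condition. Each well held 2,000 cells given 5-fluorouridine plus compound; after 16 hr at 37 °C/5% CO2, ONE-Glo was added and luciferase measured 30 min later.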
# TCR act: activators of T cell receptors | primary human leukocytes, anti-CD3, IL-2 HTRF, 48 h | 330,000 tested, under 10 active | AID 504894 | Potency, µM (series often up to 9.22 µM), for inactives: at the highest dose activation of IL-2 secretion, actives largely listed as activators; note: % of control where 0% means no effect
#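 Compounds are tested in HTS on primary human leukocytes co-incubated with a-CD3 beads for 48 hr. IL-2 output is measured by time-resolved FRET.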
# hERG WT inh: inhibitors of human wildtype KCNH2 potassium channel. AID 720551. Q12809. hit rate 0.37% among 340,000. activity change, % at 1.84 µM. U2OS, BacMam KCNH2, thallium flux FluxOr; hits give low values;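 active = maximum activity change below -70%; inconclusive = maximum activity change between -70% and -50%; inactive = maximum activity change above -50%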; note: % is set by controls: 0 for no effect and ±100 for the full control effect
#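 U2OS cells were transduced with wild-type KCNH2 virus (2.03 x 10^8 / mL) for 4 h at room temperature, then cultured overnight at 37 C. Thallium flux was read with FluxOr dye. Rate constants were normalized to DMSO controls.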
# TRPV1 ag: activates the human vanilloid receptor TRPV1; TRPV1-expressing cells, Fluo-8 calcium influx, agonist mode; Q8NER1; AID 540275; activation, % at 8.33 µM; hit rate 0.19% among 320,000; in the data active = activation above about 80%; inconclusive = between about 30% and that limit; note: 0% is about no effect
#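 Fluo-8 calcium influx in TRPV1-expressing cells, kinetic read (ex 480/em 520 nm). Compound added and read 3 min for agonist activity, followed by capsaicin at EC20 final and 2 min further read for enhancement.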
# Eya2 inh: blocks the phosphatase activity of human Eya2. O00167. recombinant Eya2, OMFP fluorescence dephosphorylation (OMFP is methylfluorescein phosphate). Potency, µM (doses to about 76.9 µM), inactives show at the highest dose activity, negative = inhibition, actives largely listed as inhibitors. hit rate 0.006% among 330,000. AID 488837; note: potency is the fitted concentration of half-maximal effect; % is set by controls: 0 for no effect and ±100 for the full control effect
# Target sequence (O00167 whole entry, looked up): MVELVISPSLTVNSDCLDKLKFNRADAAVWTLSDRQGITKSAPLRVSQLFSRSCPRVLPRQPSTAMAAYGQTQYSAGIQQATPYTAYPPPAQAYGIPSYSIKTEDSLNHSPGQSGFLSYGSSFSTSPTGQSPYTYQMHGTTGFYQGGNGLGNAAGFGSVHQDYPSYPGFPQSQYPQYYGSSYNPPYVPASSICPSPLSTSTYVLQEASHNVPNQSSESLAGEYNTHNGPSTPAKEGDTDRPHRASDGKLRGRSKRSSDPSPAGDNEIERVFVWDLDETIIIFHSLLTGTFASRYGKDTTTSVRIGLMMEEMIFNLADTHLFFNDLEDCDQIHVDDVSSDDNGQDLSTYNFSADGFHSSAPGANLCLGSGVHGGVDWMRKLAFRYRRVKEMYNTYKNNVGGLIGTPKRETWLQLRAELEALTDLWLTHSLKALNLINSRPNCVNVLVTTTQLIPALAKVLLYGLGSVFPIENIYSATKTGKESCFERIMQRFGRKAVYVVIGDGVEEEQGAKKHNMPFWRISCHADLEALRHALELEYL
#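 Eya2 (0.2 uM) preincubated 10 min at ambient with compound, then OMFP substrate added at 50 uM; 10 min reaction in 50 mM HEPES pH 7.5, 50 mM NaCl, 5 uM MgCl2, 0.05% BSA, 1 mM DTT. Fluorescence read at Ex 485/Em 525 nm.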
# Mito fusion yeast: mitochondrial division inhibition or fusion activation; S. cerevisiae fusion-defective mutant growth rescue, CellTiterGlo 48 h; Potency, µM (highest dose often 46.1 µM), for inactives: at the top dose growth rescue (activation), actives largely listed as activators; hit rate 0.23% among 320,000; AID 485298;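 note: potency is the fitted concentration of half-maximal effect; % of control where 0% means no effect; nearly all actives have a fitted effect of over 45% in size; temperature-sensitive fusion mutants such as fzo1-1 at 37 °C on non-fermentable ethanol glycerol medium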
#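 Growth-rescue viability read-out: after 48 h at the non-permissive 37C in glycerol/ethanol YPEG, yeast mitochondrial fusion mutants are measured by CellTiterGlo luminescence; compounds (23 nl pinned per well) restoring growth score as division inhibitors or fusion activators.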
# TSHR antag: antagonists of human thyroid stimulating hormone receptor | P16473 | TSHR-expressing cells, TSH-stimulated cAMP HTRF, 2 h; hits give low values | activity change, negative = inhibition, % at 11.5 µM | hit rate 0.2% among 330,000 | AID 504810;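 active = activity change below a set negative limit, meaning inhibition stronger than a set level, cut at about -70% in these data; inconclusive = activity change between two set negative limits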; note: % is set by controls: 0 for no effect and ±100 for the full control effect
#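 TSHR-expressing cells, 200/well, pre-treated with compound, then stimulated with EC80 TSH (4nM final) for 2 hours at 37 deg C. cAMP measured by competitive HTRF: anti-cAMP cryptate antibody in lysis buffer plus cAMP-d2, read after 30 minutes at room temperature.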
# KCNH2 3.1 block: blocks the human KCNH2 3.1 channel isoform | U2OS KCNH2 3.1, thallium flux FluxOr; hits give low values | activity change, % (tested at about 1.8 µM) | hit rate 0.95% among 340,000 | AID 720553;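 active = maximum activity change below -70%; inconclusive = maximum activity change from -70% to -50%; inactive = maximum activity change above -50%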;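 note: thallium influx rate constant from kinetic fluorescence after stimulation buffer; % is set by controls: 0 for no effect and ±100 for the full control effect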
#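 Channel expression came from 3.1 mutant virus (1.77 x 10^8 /mL) applied to suspended U2OS cells for 4 h. Flux was tracked with FluxOr dye plus Red40 quencher, and kinetic rate constants normalized to controls.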
# A-T KAP1 phos: potential ataxia-telangiectasia treatment; hit rate 0.19% among 320,000; Potency, µM (highest dose often 57.5 µM), for the others: at the top dose activation, usual class: activators; […] A-T fibroblasts, KAP-1 phosphorylation AlphaLISA; neocarzinostatin DNA damage 30 min before lysis; AID 485349; note: potency is the fitted concentration of half-maximal effect; % of control where 0% means no effect; nearly all actives have a fitted effect of over 45% in size
#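 ATM-like activity read as KAP-1 phosphorylation via AlphaLISA donor/acceptor antibody pairs after lysis and 6 hr at 25C. Cells were ATM-null patient fibroblasts ([…], hTERT), dosed 60 min, then exposed to the DSB inducer NCS for 30 min.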
# * marks the source's active call; other numbers are inactive results; ? = inconclusive; nt = no result given; [ ] = another dose, or the depositor's remark. Unless noted, calls come from the whole dose curve; as a rule, active = well fitted curve in the direction sought with a large enough effect; inconclusive = small, poorly fitted or top-dose-only effect, or another doubt; inactive = no such curve, though single readings can be large; an effect the other way counts as inactive or inconclusive. The list is partial. The share of hits here may be higher or lower than overall.
# Second line of a record – ELG1 repair inh | USP2a block | TSHR antag | TCR act | TRPV1 ag | hERG WT inh | KCNH2 3.1 block | Eya2 inh | A-T KAP1 phos | Mito fusion yeast
CC1(C)NS(=O)(=O)Oc2ccccc21
 : 19% | 2% | -3 | 10% | 2 | -7 | 5 | 6% | 7% | -1%
N#CC(C(=O)NCCc1ccccc1)c1nc2ccccc2nc1N1CCCCC1 (centres undefined)
 : -2% | ? | -3 | 5% | 5 | 5 | 7 | 13% | 3% | -2%
COc1cc(OC)nc(NC(=O)NS(=O)(=O)c2ccccc2Cl)n1
 : -5% | 1% | -6 | -6% | 2 | -4 | 9 | 10% | 12% | 0%
O=C(Cn1cnc2ccccc2c1=O)c1ccc2ccccc2c1
 : nt | nt | nt | 4% | -1 | -9 | 4 | nt | nt | -7%
Cc1nc(S/C(C(=O)O)=C2/C(=O)Nc3ccccc32)n[nH]1
 : 15% | 0% | -3 | -1% | -1 | -17 | 6 | 7% | -9% | -11%
CN1C(=O)c2oc3ccccc3c(=O)c2C1c1ccccn1 (centres undefined)
 : -1% | -2% | 5 | 0% | 0 | 4 | -21 | 6% | 0% | 1%
COC(=O)C1=C(C)N(c2ccc(OC)c(OC)c2)C(=O)C1
 : -5% | 3% | -13 | 0% | 0 | -8 | 2 | -3% | 11% | -7%
O=C(CN1C(=O)NC2(CCCC2)C1=O)OCc1ccc(Br)cc1
 : 7% | 0% | -19 | -3% | -3 | -6 | 28 | 14% | 6% | 4%
Cc1c(OCc2nn[nH]n2)ccc2c3c(c(=O)oc12)CCC(C)C3 (centres undefined)
 : -7% | 1% | -22 | 0% | -2 | -9 | 3 | 22% | 9% | 9%
Cc1ccc(-c2nc(S(=O)(=O)c3ccc(F)cc3)c(SCC(=O)NCC3CCCO3)o2)cc1 (centres undefined)
 : -25% | -1% | 9 | 6% | 1 | -2 | 6 | -16% | -2% | 6%
CCOc1ccc(C2Oc3nc(SC)nnc3-c3ccccc3N2C(C)=O)cc1OC (centres undefined)
 : 11% | 3% | 3 | 3% | 2 | -4 | -4 | -5% | 6% | -6%
CC(=O)c1ccc(-c2nnc(CCC(=O)N(C)Cc3cnc4ccccn34)o2)s1
 : 2% | 0% | -4 | 3% | 2 | 4 | -21 | 9% | 5% | 0%
CN(C)c1ccc(CN(C(=O)c2cccs2)C2CCS(=O)(=O)C2)cc1 (centres undefined)
 : 5% | 1% | 8 | -24% | 3 | -8 | 4 | 6% | -17% | -21%
CCCOc1ccc(C(=O)NC(=S)Nc2nc3ccc(C)cc3s2)cc1
 : 13% | 5% | 1 | nt | -2 | nt | nt | -9% | 1% | -2%
NC(=O)C1(N2CCCCC2)CCN(C(=O)c2ccc(-n3cnnn3)cc2)CC1
 : -1% | -4% | 0 | 3% | 3 | 9 | -2 | -3% | 8% | 2%
Cc1cc(CNC(=O)COc2c(F)c(F)cc(F)c2F)c2ccccc2n1
 : 12% | 4% | 5 | -4% | 4 | -2 | -7 | -2% | -1% | 1%
COc1ccc(CCN=C(N)NS(=O)(=O)c2cc(F)ccc2F)cc1
 : 2% | 4% | 6 | 10% | 1 | -2 | 4 | -6% | -9% | 1%
COCCNC(=O)c1cccc(OC2CCN(Cc3ccc(F)cc3OC)CC2)c1
 : ? | -2% | 4 | -1% | 4 | 6 | 1 | 12% | 1% | 1%
CCc1ccccc1NC(=O)CN(C)Cc1nc(N)nc(Nc2ccccc2C)n1
 : -4% | -2% | -24 | 1% | 4 | 4 | -2 | 6% | 3% | 2%
O=S(=O)(c1cccc(-c2csc(N/N=C/c3ccco3)n2)c1)N1CCOCC1
 : 23µM* | -6% | -18 | -1% | 2 | -12 | -7 | 3% | 46% | -8%
O=C(Nc1nc(-c2ccc(Cl)cc2Cl)cs1)c1ccc(OCC2CCCO2)cc1 (centres undefined)
 : ? | 0% | -43 | 1%[46.1 µM] | 1 | -17 | -2 | -18% | 3% | 17%
COc1ccc(S(=O)(=O)N(CC(=O)NCc2ccco2)c2ccc(C)cc2)cc1OC
 : 22% | 2% | 23 | 4% | -2 | 8 | 5 | 17% | -5% | -11%
C[C@@H]1CN(Cc2nc(Cc3ccccc3F)no2)C[C@H](C)O1
 : -2% | -2% | 6 | -4% | 29 | -5 | 9 | 6% | 0% | 24%
O=C(Nc1ccc(Cl)cc1)c1nc[nH]c1C(=O)NCCN(CCNC(=O)c1[nH]cnc1C(=O)Nc1ccc(Cl)cc1)CCNC(=O)c1[nH]cnc1C(=O)Nc1ccc(Cl)cc1
 : 2% | 5% | -2 | -2% | nt | 3 | 13 | -4% | 4% | nt
Cn1cc(C(=O)NC2CCCCCCC2)c(=O)c2cc(S(=O)(=O)N3CCCC3)ccc21
 : -1% | 2% | -6 | -5% | -9 | -6 | 10 | -10% | 6% | -5%
CC(=O)Nc1sc2c(c1CN1CCN(C)CC1)CCCC2
 : -4% | 1% | -1 | 13% | 3 | -19 | 0 | 8% | 4% | -7%
Cc1cc(C)n(-c2ccc(C(=O)OCC(=O)Nc3ccc([N+](=O)[O-])cc3)cc2)n1
 : -1% | -1% | 2 | 7%[46.1 µM] | 16 | -3 | 10 | -6% | -13% | 21%
CCCn1c(N)c(Br)c(=O)[nH]c1=O
 : ? | 4% | 11 | -4%[46.1 µM] | -1 | -3 | -6 | 1% | -1% | -3%
[O-]C1=N/[N+](=C/c2ccccc2Cl)CC1
 : 3% | -1% | -10 | 2% | 8 | -12 | 19 | 1% | 7% | -1%
O=C(N1CCOCC1)N1c2ccccc2CC(N2CCOCC2)c2ccccc21 (centres undefined)
 : ? | -13% | -9 | 0% | -2 | -13 | -16 | 7% | nt | 0%

# The final 5 compounds of the section before lead into the next:
# Second line of a record – ELG1 repair inh | USP2a block | TSHR antag | TCR act | TRPV1 ag | hERG WT inh | KCNH2 3.1 block | Eya2 inh | A-T KAP1 phos | Mito fusion yeast
CC(=O)Nc1sc2c(c1CN1CCN(C)CC1)CCCC2
 : -4% | 1% | -1 | 13% | 3 | -19 | 0 | 8% | 4% | -7%
Cc1cc(C)n(-c2ccc(C(=O)OCC(=O)Nc3ccc([N+](=O)[O-])cc3)cc2)n1
 : -1% | -1% | 2 | 7%[46.1 µM] | 16 | -3 | 10 | -6% | -13% | 21%
CCCn1c(N)c(Br)c(=O)[nH]c1=O
 : ? | 4% | 11 | -4%[46.1 µM] | -1 | -3 | -6 | 1% | -1% | -3%
[O-]C1=N/[N+](=C/c2ccccc2Cl)CC1
 : 3% | -1% | -10 | 2% | 8 | -12 | 19 | 1% | 7% | -1%
O=C(N1CCOCC1)N1c2ccccc2CC(N2CCOCC2)c2ccccc21 (centres undefined)
 : ? | -13% | -9 | 0% | -2 | -13 | -16 | 7% | nt | 0%
Cc1c(C(=O)NCCC2=CCCCC2)oc2ccc(S(=O)(=O)N3CCOCC3)cc12
 : 16µM* | -12% | -3 | nt | 2 | -2 | -7 | -4% | -3% | ?
CC(=O)N1c2ccc(S(=O)(=O)NCC3CCC(C(=O)Nc4ncccc4C)CC3)cc2CC1C (centres undefined)
 : -2% | -1% | -2 | 0% | 2 | -4 | 31 | 1% | 9% | -1%
Cc1cccc(C)c1-n1nnnc1SCSc1nnnn1-c1c(C)cccc1C
 : ? | 1% | -1 | nt | 3 | 6 | -1 | -9% | 2% | 5%
COc1cccc(-c2cc(C(F)(F)F)nc(-n3cncn3)n2)c1
 : ? | -1% | -37 | 5% | 16 | 7 | -1 | -5% | 3% | -3%
O=C(COc1ccccc1Cl)NCCCNC(=O)c1cccnc1
 : 0% | 3% | -4 | -4% | -1 | 6 | 5 | -2% | -3% | -9%
COC(=O)N/N=C/c1ccccc1OCc1ccccc1
 : 11% | 0% | 8 | 1%[46.1 µM] | -6 | -9 | 16 | -10% | -1% | 4%
O=C(NCCc1ccccc1)C1CC(=O)N(C2CCCCC2)C1 (centres undefined)
 : 1% | -1% | -8 | -5% | 1 | ? | 1 | -22% | -1% | -1%
Cc1nc(NC(=O)C2CC2)sc1C(=O)Nc1cccc(Cl)c1
 : 0% | 0% | 3 | 5% | -3 | -28 | -8 | 3% | -1% | 4%
Cc1cccc(C)c1NC(=O)COC(=O)CNC(=O)C1CCCCC1
 : 7% | 0% | -4 | nt | 3 | -2 | 3 | 0% | 9% | -2%
CN1CCN(S(=O)(=O)c2ccccc2)CC1
 : -2% | -1% | 7 | -1% | -3 | -31 | 2 | -5% | -7% | -1%
CN(Cc1cnccn1)C(=O)c1cc(COc2cccc(C(F)(F)F)c2)on1
 : ? | -1% | -15 | 2% | ? | -2 | 3 | 7% | -3% | -2%
CCOC(=O)/C(=C/Nc1ccccc1)[N+](=O)[O-]
 : 3% | 1% | -20 | -35% | -1 | 11 | -1 | -1% | 2% | -3%
CCS(=O)(=O)c1nc(S(=O)(=O)c2ccc(C)cc2)c(N2CCC(O)CC2)s1
 : 12% | 4% | 15 | 1% | -2 | 5 | 8 | 6% | 5% | -2%
